SIAE primary = human SIAE inhibitors, primary screen, biochemical, fluorescence polarization, FP-Rh probe, 1536-well HTS | inhibition, % at 9.66 µM | Sialate O-acetylesterase (Homo sapiens), Q9HAT2 | hit rate 0.69% among 370,000 | SIAE FP-Rh probe binding;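 active = inhibition above a cutoff: mean of compounds within the control limits plus 3 SD of those, cut at about 17% in these data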;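 also: 0% = plate median of compound wells and 100% = probe without SIAE protein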
rCAG RNA binder = binders of r(CAG) RNA repeats, primary screen, biochemical, fluorescence. inhibition, % at 3 µM. hit rate 1.3% among 370,000. AID 651821, 2012. r(CAG) RNA repeat, TO-PRO-1 dye displacement fluorescence;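 active = inhibition above the plate cutoff, the mean of all test compounds on that plate plus 3 SD, cut at about 35% in these data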;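 also: 0% = DMSO alone and 100% = 100 µM mitoxantrone as full dye displacement; higher means more dye released from RNA so lower well fluorescence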
HTRA1 inhibitor = HTRA1 serine protease inhibitors, primary screen, biochemical, fluorescence polarization, HTS. inhibition, % at 5.96 µM. recombinant HTRA1, FP-rhodamine activity-based probe. hit rate 0.5% among 340,000. AID 504803, 2011; in the data active = inhibition above about 36%;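 also: 0% = enzyme with DMSO and 100% = wells lacking enzyme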
Target sequence (Q92743 whole entry, looked up): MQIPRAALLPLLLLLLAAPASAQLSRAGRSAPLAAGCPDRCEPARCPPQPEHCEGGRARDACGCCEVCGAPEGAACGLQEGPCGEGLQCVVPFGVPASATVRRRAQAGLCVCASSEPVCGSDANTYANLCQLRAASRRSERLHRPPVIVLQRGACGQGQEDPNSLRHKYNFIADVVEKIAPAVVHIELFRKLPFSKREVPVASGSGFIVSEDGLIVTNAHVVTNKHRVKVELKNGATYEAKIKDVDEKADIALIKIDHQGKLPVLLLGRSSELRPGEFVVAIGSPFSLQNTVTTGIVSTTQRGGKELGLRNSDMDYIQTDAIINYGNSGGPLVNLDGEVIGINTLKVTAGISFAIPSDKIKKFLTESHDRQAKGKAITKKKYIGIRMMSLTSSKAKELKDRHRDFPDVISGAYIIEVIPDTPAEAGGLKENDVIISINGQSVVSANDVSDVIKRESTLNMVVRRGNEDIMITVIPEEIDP
ABHD4 inh = ABHD4 inhibitors, primary screen, biochemical, fluorescence polarization, mouse | (Lyso)-N-acylphosphatidylethanolamine lipase (Mus musculus), Q8VD66 | purified mABHD4, FP-Rh probe fluorescence polarization | inhibition, % at 8.92 µM | hit rate 0.54% among 370,000;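 active = inhibition exceeding the mean over every tested compound plus 3 SD, cut at about 30% in these data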;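 also: 0% = plate median of compound wells and 100% = S159A mutant with DMSO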
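System: mouse ABHD4 enzyme, wild type / Medium: HEPES pH 7.0, NaCl, Pluronic buffer / Reagent: FP-Rh activity-based fluorescent probe / Control set: S159A mutant high control, sample median low control / Detection: fluorescence polarization with parallel and perpendicular emission, 525/598 nm / Schedule: 45 min + 60 min at 25 °C / Compound dosing: 8.92 µM, single dose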
MBD2 inh = inhibitors of MBD2 binding to methylated DNA, primary screen, biochemical, TR-FRET, DNA-binding domain, human | Methyl-CpG-binding domain protein 2 (Homo sapiens), Q9UBB5 | MBD2 binding to methylated oligonucleotide | inhibition, % at 4.4 µM | hit rate 0.31% among 370,000 | AID 686964, 2013; in the data active = inhibition above about 13%
PRMT1 inh = PRMT1 methyltransferase inhibitors, primary screen, biochemical, fluorescence polarization | hit rate 1.3% among 370,000 | inhibition, % at 2.79 µM | Protein arginine N-methyltransferase 1 (Homo sapiens), Q99873 | recombinant PRMT1, activity-based probe fluorescence polarization;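 active = inhibition above about 21% made by adding two undisclosed values, limit read from the data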
LEDGF integ inh = blockers of LEDGF/p75-dependent integrase strand transfer – biochemical, TR-FRET, high throughput, primary screen | HIV-1 integrase (with human LEDGF/p75) | TR-FRET IN-LEDGF/p75 DNA integration, Eu/Cy5 | inhibition, % at 3.7 µM | hit rate 0.64% among 370,000 | AID 743269, 2014;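 active = inhibition above the screen-wide mean plus 3 SD, cut at about 13% in these data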;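 also: signal is the Cy5 over europium emission ratio at 671 and 618 nm; 0% = plate median of compound wells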
TDP2 inh = human TDP2 enzyme inhibitors, primary screen, biochemical, epi absorbance, recombinant enzyme. Tyrosyl-DNA phosphodiesterase 2 (Homo sapiens), O95551. T5PNP hydrolysis, p-nitrophenol absorbance 415 nm. inhibition, % at 12.8 µM. hit rate 0.34% among 370,000;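 active = inhibition above the mean of all tested compounds plus 3 SD, set per campaign, cut at about 25% in these data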;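 also: 0% = DMSO with enzyme and 100% = buffer with substrate but no TDP2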
Target sequence (O95551 whole entry, looked up): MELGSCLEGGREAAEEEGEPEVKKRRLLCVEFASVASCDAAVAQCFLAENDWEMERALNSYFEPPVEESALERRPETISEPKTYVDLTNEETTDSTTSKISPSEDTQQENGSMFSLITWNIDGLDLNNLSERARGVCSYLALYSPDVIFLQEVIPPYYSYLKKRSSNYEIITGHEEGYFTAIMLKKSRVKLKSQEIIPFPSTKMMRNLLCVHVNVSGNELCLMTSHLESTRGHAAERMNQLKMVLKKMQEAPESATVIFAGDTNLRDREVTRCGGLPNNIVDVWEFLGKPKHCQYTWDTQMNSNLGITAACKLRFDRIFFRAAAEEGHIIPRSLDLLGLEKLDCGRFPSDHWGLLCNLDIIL
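System – recombinant human TDP2 · Amount – 120 nM TDP2 per well · Buffer or medium – Mg2+-containing Tris-HCl buffer, pH 7.5 · Reagent – T5PNP substrate, 5 mM · Dosing – 12.8 µM single point, 1% DMSO · Incubation – 2 h at 37 °C · Measured by – epi absorbance · Read-out basis – percent inhibition · Benchmarks – high control without enzyme, low control DMSO plus TDP2 · Repeats – singlicate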
TCR CD3 inh = inhibitors of human TCR-CD3 interaction, primary screen, biochemical, fluorescence, TAMRA-labeled TCR probe; T-cell receptor (TCR); hit rate 0.37% among 360,000; inhibition, % at 9.4 µM; in the data active = inhibition above about 19%;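 also: recombinant mutant TCR 2C K166C tagged with TAMRA read by polarization; 0% = receptor in buffer alone and 100% = receptor with positive control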
NPR2 activator = human GC-B receptor activators, primary screen, HEK293 GC-B cells, cGMP TR-FRET, EC30 CNP | Atrial natriuretic peptide receptor 2 (Homo sapiens), P20594 | 0% at EC30 CNP, 100% saturating CNP | activation, % at 10 µM | hit rate 0.11% among 370,000;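 active = activation at 10 µM reaching about 35% in either raw or pattern-adjusted values, limit read from the data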
* marks the source's active call; other numbers are inactive results; . = no result given. This is a subset. The share of hits here may be higher or lower than overall.

smiles | SIAE primary | rCAG RNA binder | HTRA1 inhibitor | ABHD4 inh | MBD2 inh | PRMT1 inh | LEDGF integ inh | TDP2 inh | TCR CD3 inh | NPR2 activator
Cc1cc(C)c(NC(=O)C(C)OC(=O)c2cc(Br)c(Br)s2)c(C)c1 (centres undefined) | 2 | -1 | 9 | 4 | -2 | -4 | -2 | 0 | 6 | 4
Cc1noc(C)c1NC(=O)Nc1ccc2c(c1)C(=O)N([C@H](C)CO)C[C@H](C)[C@@H](CN(C)S(C)(=O)=O)O2 | 2 | -3 | -8 | -3 | 0 | 0 | 2 | 7 | -1 | 1
O=C(/C=C/c1ccccc1)c1ccc2c(c1)OCCCCO2 | -7 | -5 | -23 | 4 | 6 | 3 | -1 | -8 | -8 | 4
N#Cc1c(-c2ccc(Cl)cc2)c(-c2ccc(Cl)cc2)nn(CCOC(=O)CCC(=O)O)c1=O | 8 | 33 | -1 | 2 | 6 | 3 | 1 | 5 | -4 | 0
N#Cc1ccccc1OCC(=O)NC1CCCCC1 | 0 | 0 | -3 | -2 | -5 | -1 | 1 | -4 | 1 | 0
CCNC(=O)C1(C)CCCN(C(=O)c2nc3ccccc3s2)C1 (centres undefined) | -6 | 1 | . | 6 | -2 | 1 | 5 | 3 | 9 | 1
CCCCc1nc(N2CCOCC2)c(C#N)c2c1CCCC2 | 6 | -2 | -6 | 2 | 1 | 0 | 4 | -13 | -9 | 0
O=C(O)CCCCCNS(=O)(=O)c1ccc2c3c(cccc13)C(=O)N2 | 4 | 6 | -4 | 1 | 1 | 0 | -2 | 14 | 6 | 2
COc1ccc(-c2cc(C(=O)NCC3CCCCC3)[nH]n2)c(C)c1 | -3 | -3 | . | -6 | 8 | -6 | 6 | 1 | 4 | 3
CCc1ccc(C(O)c2ncc(-c3ccc(C(F)(F)F)cc3)[nH]2)cc1 (centres undefined) | 7 | 0 | . | -9 | 1 | 5 | -3 | -1 | -7 | 6
Cc1ccc(F)cc1NC(=O)N1CCNC(=O)C1CC(=O)Nc1cc(Cl)ccc1Cl (centres undefined) | 0 | 7 | -1 | -5 | -2 | -4 | 1 | 9 | 8 | -4
CCn1cnc2cc(NCc3ccc(C)cc3)ccc21 | 10 | -7 | 13 | 0 | -4 | 3 | 0 | -1 | 6 | 3

smiles | SIAE primary | rCAG RNA binder | HTRA1 inhibitor | ABHD4 inh | MBD2 inh | PRMT1 inh | LEDGF integ inh | TDP2 inh | TCR CD3 inh | NPR2 activator
CC(=O)Nc1cc(C)c(S(C)(=O)=O)c(C)c1 | -4 | 0 | 6 | 0 | -6 | -2 | 0 | -10 | 4 | -5
COc1ccc(Cc2nnc(SCC(=O)NCCc3ccccc3)o2)cc1 | -1 | -6 | -2 | -2 | 2 | -1 | -4 | 9 | 1 | 1
CN(C)S(=O)(=O)c1ccc(S(=O)(=O)NC2CCOC(C)(C)C2)cc1 (centres undefined) | -7 | -3 | 1 | -7 | 5 | 9 | -4 | -15 | -5 | 5
O=C(CN(CCO)c1ccccc1)Nc1ccc(Cl)c(S(=O)(=O)N2CCOCC2)c1 | 6 | -1 | 3 | 4 | -1 | 3 | 1 | 7 | 5 | 4
CC(C)n1ncc2c(C(=O)N3CCN(Cc4cccs4)CC3)cc(C3CC3)nc21 | 2 | 1 | 2 | 5 | 4 | 0 | 0 | -4 | -5 | 7
COc1cccc(CC(=O)Nc2nc(-c3ccc(F)c(F)c3)cs2)c1 | 1 | 2 | -48 | -32 | 3 | 3 | -2 | -1 | -3 | 4
CCCn1c(=O)c(C(=O)NCc2ccncc2)c(O)c2ccccc21 | 1 | -1 | -5 | -7 | 1 | -1 | 0 | 5 | 6 | 3
Cc1cc(Cl)ccc1NC(=S)NCCCN1CCCC1=O | 5 | -2 | 0 | 2 | 0 | 3 | 1 | 1 | 10 | 0
COc1ccc(C)cc1S(=O)(=O)NCC(c1ccco1)N1CCc2ccccc2C1 (centres undefined) | -1 | -2 | -20 | 3 | 6 | 7 | -2 | -8 | -2 | -7
O=C(Nc1ncccc1O)c1ccc2c(c1)OCCO2 | 6 | 1 | 5 | 8 | -5 | 3 | -4 | 18 | 4 | -2
CC(C)c1ccc(S(=O)(=O)NCc2ccc3c(c2)OCO3)cc1 | 4 | 2 | -11 | -5 | -10 | -5 | 1 | 8 | 5 | -3
COC(=O)C1=C(C)NC(C)=C(C(=O)OCC2CCCO2)C1c1ccc(Cl)c([N+](=O)[O-])c1 (centres undefined) | -5 | -3 | -15 | -15 | -1 | 1 | 2 | 1 | -4 | -15

smiles | SIAE primary | rCAG RNA binder | HTRA1 inhibitor | ABHD4 inh | MBD2 inh | PRMT1 inh | LEDGF integ inh | TDP2 inh | TCR CD3 inh | NPR2 activator
Cc1n[nH]c(C)c1S(=O)(=O)N1CCC(C(=O)O)CC1 | -4 | -3 | 1 | -6 | 10 | 0 | -4 | 4 | -1 | 10
O=c1[nH]cc(S(=O)(=O)Nc2ccc3c(c2)OCO3)c(=O)[nH]1 | 3 | -7 | 14 | 2 | 0 | 3 | 1 | -3 | -4 | 7
Cc1cc(C(=O)NCc2ccccc2Cl)n(-c2ccccc2)n1 | 2 | -4 | 0 | 5 | 4 | 5 | -4 | -1 | -1 | -3
CCN(CC)C(=O)C1=C(C)N(CCCN2CCCC2=O)C(=O)C(CC(=O)NC2CC2)C1 (centres undefined) | 1 | 1 | -1 | 5 | 1 | 5 | -2 | -3 | -1 | -3
CCOc1ccccc1Oc1c(C)oc2cc(OC(=O)c3ccco3)ccc2c1=O | 2 | -3 | 4 | -4 | -2 | -2 | 6 | -2 | 4 | 7
CCCn1c(SCC(=O)Nc2nc(C)c(C(=O)OC)s2)nnc1C(C)C | -3 | -9 | 1 | 6 | 1 | 2 | -2 | 6 | -9 | 3
O=C(Nc1ccc2c(c1)OCCO2)C(c1ccnc2ccccc12)N1CCN(C/C=C/c2ccccc2)CC1 (centres undefined) | 1 | 11 | . | 2 | 11 | 3 | 3 | -1 | -5 | 2
COc1ccc(CNC(=O)[C@]2(C)CCC[C@@]3(C)C4CC[C@@]5(C)C[C@]4(CCC32)CC5=O)cc1 (some centres undefined) | -5 | -9 | -24 | 4 | 1 | -1 | -4 | 0 | 3 | 2
CCC1(c2ccccc2)NC(=O)N(CC(=O)N2CCc3ccccc32)C1=O (centres undefined) | 5 | 4 | -4 | 2 | -1 | 2 | -3 | 9 | -9 | 1
CC(C)(CO)NS(=O)(=O)c1ccc2c(c1)C(=NO)c1cc(S(=O)(=O)NC(C)(C)CO)ccc1-2 | -43 | 9 | -43 | -19 | -2 | -2 | 0 | -1 | 4 | 1
COC(=O)CNC(=O)COc1ccccc1 | -2 | -1 | -1 | -2 | -4 | 1 | 1 | 0 | 3 | 4
C/C=C/C=C\C(=O)Nc1cccc(C2=NOC3(C2)C[C@H](C(N)=O)N(C(=O)CC#N)C3)c1 (some centres undefined) | -22 | 19 | -7 | -12 | 19* | 8 | 2 | 3 | 14 | 4

Results in SIAE primary, for some of the entries so far:
SMILES,SIAE primary
CCOc1ccccc1Oc1c(C)oc2cc(OC(=O)c3ccco3)ccc2c1=O,2
CCCn1c(SCC(=O)Nc2nc(C)c(C(=O)OC)s2)nnc1C(C)C,-3
O=C(Nc1ccc2c(c1)OCCO2)C(c1ccnc2ccccc12)N1CCN(C/C=C/c2ccccc2)CC1 (centres undefined),1

The listing continues:
smiles | SIAE primary | rCAG RNA binder | HTRA1 inhibitor | ABHD4 inh | MBD2 inh | PRMT1 inh | LEDGF integ inh | TDP2 inh | TCR CD3 inh | NPR2 activator
c1ccc2c(c1)CC/C2=N/Nc1nc2ccccc2[nH]1 | 13 | 3 | -3 | 20 | 4 | 1 | 1 | 6 | 6 | -2
C=CCn1c(SCC(=O)Nc2ccccc2OC)nc2c([nH]c3ccccc32)c1=O | 2 | 5 | 3 | -3 | -4 | 1 | 2 | 2 | 3 | -4
COc1ccc(C2C(C)C(=O)C(C)C(c3ccc(OC)cc3)N2N=O)cc1 (centres undefined) | -4 | 1 | -4 | 1 | 1 | 0 | -5 | 0 | 3 | -1
O=C(NC(=S)NCCCN1CCOCC1)c1ccco1 | 8 | 1 | 1 | 2 | -6 | 2 | -1 | 13 | 2 | -1
Cc1ccc(S(=O)(=O)/N=c2\sccn2C)cc1 | 0 | 6 | -3 | 5 | 2 | 4 | 3 | 3 | -5 | -1
COC(=O)[C@@]12CCCCC3=C1N(CCC3)C(=O)[C@H]2CC(=O)NCc1ccc(OC)c(OC)c1 | -5 | 0 | . | -2 | -2 | -2 | 4 | -10 | . | -1
CCOC(=O)N1CCN(CC(=O)Nc2sccc2C#N)CC1 | -1 | 2 | -11 | -1 | 6 | 6 | -1 | -5 | 3 | -6
CC(C(=O)Nc1cccc([N+](=O)[O-])c1)[n+]1ccccc1 (centres undefined) | 0 | 2 | 5 | -3 | -1 | -1 | -5 | 0 | 1 | 3
COc1ccc(CN(C)C(=O)Cc2c[nH]c3ccccc23)c(OC)c1OC | 0 | -6 | 3 | 4 | 4 | 3 | 1 | 6 | 5 | 0
CC1=Nc2ccccc2NC(=O)C1Sc1nnc(C)s1 (centres undefined) | -3 | 1 | 3 | 0 | 6 | 4 | 2 | 2 | 3 | -5
CC(=O)c1ccc(S(=O)(=O)NCCCC(=O)NCCc2ccccn2)cc1 | 2 | 1 | 0 | 4 | 0 | 2 | 2 | 7 | 0 | 1
Cc1ccccc1Cn1c(O)c(N=NC(=S)Nc2ccccc2F)c2ccccc21 | -11 | 7 | -2 | 5 | 4 | 4 | -3 | -3 | -4 | 3

smiles | SIAE primary | rCAG RNA binder | HTRA1 inhibitor | ABHD4 inh | MBD2 inh | PRMT1 inh | LEDGF integ inh | TDP2 inh | TCR CD3 inh | NPR2 activator
CC(=O)Nc1ccc(S(=O)(=O)Nc2ccn(Cc3ccccc3Cl)n2)cc1 | 3 | 7 | 0 | 5 | 1 | -1 | 1 | 13 | 4 | -2
Cc1cc(C)c2[nH]c(=O)c(CN(CC3CCCO3)C(=O)C3CCCO3)cc2c1 (centres undefined) | -5 | 1 | -1 | 10 | -2 | -3 | 0 | -5 | 5 | -2
CCCCn1nnnc1SCC(=O)NCc1ccccc1 | -1 | -4 | 0 | -2 | -1 | -3 | 3 | 2 | -4 | 6
COc1ccc(C2c3c(-c4ccccc4O)n[nH]c3C(=O)N2Cc2ccco2)cc1 (centres undefined) | -16 | 10 | -28 | -11 | -2 | -3 | 5 | -1 | 4 | -2

From PubChem
